High-throughput results as filed in PubChem BioAssay.
aDG glyco up – activators of alpha-DG glycosylation, primary screen, uHTS, Pro5-aDG cells, AlphaScreen | alpha-DG glycosylation AlphaScreen (IIH6); 0% Pro5, 100% B10-LARGE cell signal | activation, % at 10 µM | hit rate 0.22% among 360,000 | AID 624168, 2012;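 active = activation of at least 8% versus controls, or a plate z-score of at least 8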;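 note: Pro5 are CHO cells carrying HIG-tagged alpha-DG that lacks glycosylation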
N-glyco inh – increase of ERlucT glycosylation luciferase signal, primary screen, N-linked glycosylation inhibitor project, D54 ERlucT cells, luminescence, set 2 | D54 ERlucT glycosylation luciferase reporter, 24 h; percent of 100 nM tunicamycin response | reporter increase, % at 12.5 µM | hit rate 0.23% among 360,000 | AID 588692, 2011;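 active = mean luciferase reporter signal, scaled so untreated is 0 and the glycosylation-blocking control 100, at or above a set limit in every replicate; inconclusive = mean reaches the limit but not every replicate does; inactive = mean below the limit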;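 note: luciferase carries N-glycosylation sites so blocking glycosylation raises the light; 0% = median of neutral control wells and 100% = median of 100 nM tunicamycin wells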
ABCB6 inh MLPCN – ABCB6 transporter inhibitors, primary screen, K562-ABCB6 cells, flow cytometry, MLPCN library. hit rate 0.19% among 360,000. AID 602162, 2011. K562-ABCB6 porphyrin accumulation, 1 h; hits give low values. fluorescence ratio to DMSO, % at 10 µM. ATP-binding cassette sub-family B member 6 (Homo sapiens), Q9NP58;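 active = fluorescence ratio to DMSO below 75%, the collection mean minus 3 SD; inconclusive = too few cells collected in the well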;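 note: signal is porphyrin accumulated inside mitochondria; 100% equals median channel fluorescence of DMSO control wells; lower ratio means ABCB6 inhibition with less porphyrin fluorescence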
Target sequence (Q9NP58 whole entry, looked up): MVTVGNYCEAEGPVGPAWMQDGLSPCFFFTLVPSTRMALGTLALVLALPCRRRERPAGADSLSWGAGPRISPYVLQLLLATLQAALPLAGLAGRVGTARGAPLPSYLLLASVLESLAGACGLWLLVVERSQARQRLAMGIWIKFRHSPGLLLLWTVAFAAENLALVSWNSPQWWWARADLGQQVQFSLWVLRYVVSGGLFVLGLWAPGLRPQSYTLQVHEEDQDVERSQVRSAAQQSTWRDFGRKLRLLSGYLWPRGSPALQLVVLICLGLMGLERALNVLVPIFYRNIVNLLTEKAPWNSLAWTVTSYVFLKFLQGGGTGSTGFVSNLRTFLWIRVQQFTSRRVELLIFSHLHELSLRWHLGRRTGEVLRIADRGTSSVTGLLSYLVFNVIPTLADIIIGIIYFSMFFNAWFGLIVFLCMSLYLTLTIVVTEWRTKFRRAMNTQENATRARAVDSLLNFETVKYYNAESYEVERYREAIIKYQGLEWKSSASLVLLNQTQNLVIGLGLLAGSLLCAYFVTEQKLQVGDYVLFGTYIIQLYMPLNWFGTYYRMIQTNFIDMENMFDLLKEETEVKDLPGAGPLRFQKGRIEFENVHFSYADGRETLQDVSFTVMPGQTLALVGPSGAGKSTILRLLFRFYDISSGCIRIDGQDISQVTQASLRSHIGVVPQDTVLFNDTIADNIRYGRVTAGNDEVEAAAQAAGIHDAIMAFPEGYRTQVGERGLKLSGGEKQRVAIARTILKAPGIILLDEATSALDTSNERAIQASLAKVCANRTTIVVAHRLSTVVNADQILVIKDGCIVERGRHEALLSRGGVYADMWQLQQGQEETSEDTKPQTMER
MC4R barr agon – MC4R agonists recruiting beta-arrestin, primary screen, cell-based, luminescence, agonist arm of biased-ligand search; Melanocortin receptor 4 (Homo sapiens), P32245; U2OS MC4R beta-arrestin complementation; percent of melanotan II response, DMSO zero; activation, % at 8.9 µM; hit rate 0.98% among 360,000; AID 540308, 2011;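 active = activation above a per-plate cutoff, the mean activation of sample wells on that plate plus 3 SD, cut at about 8% in these data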
ABHD5-PLIN5 inh – ABHD5-PLIN5 interaction inhibitors, primary screen, cell lysate, split luciferase complementation, luminescence. Split G. princeps luciferase complementation, 4 h. inhibition, % at 4 µM. hit rate 0.78% among 360,000;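 active = inhibition above the mean inhibition across every tested compound plus 3 SD, cut at about 22% in these data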;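 note: 0% = DMSO only wells and the 100% control is not disclosed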
Exocytosis inh – LAMP-1 surface exposure blockers, TALL-104 cells – cell-based, flow cytometry, MLPCN library, primary screen. inhibition, % at 10 µM. TALL-104 LAMP-1 surface exposure; cells stimulated with thapsigargin and PMA. hit rate 0.66% among 360,000;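 active = inhibition above about 55%, limit read from the data; inconclusive = no clear call, values can overlap the other calls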
NOD2 RIPK2 PPI – NOD2-RIPK2 binding disruptors in cells, primary screen, fluorescence, CHO cells, BLA complementation. Receptor-interacting serine/threonine-protein kinase 2 (Homo sapiens), O43353. CCF4 ratio. inhibition, % at 4.98 µM. hit rate 0.38% among 360,000; in the data active = inhibition above about 21%;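 note: 0% = vehicle only and 100% = reference blocker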
MC4R antag cAMP – MC4R antagonists of cAMP signaling, primary screen, cell-based, TR-FRET, antagonist arm of biased-ligand search; hit rate 0.48% among 360,000; Melanocortin receptor 4 (Homo sapiens), P32245; AID 540295, 2011; MC4R-expressing cells, MTII-stimulated cAMP, LANCE TR-FRET; inhibition, % at 6.5 µM;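 active = inhibition above its plate's cutoff, the mean of tested wells on that plate plus 3 SD, cut at about 29% in these data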;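 note: 0% = Melanotan II alone and 100% = Melanotan II plus saturating MCL0020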
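System: U2OS cells stably expressing human melanocortin 4 receptor (MC4R). Reagent: Melanotan II challenge after compound preincubation. Doses: 6.5 µM. Times: 30-min compound, 1-h challenge, 1-h detection, room temperature. Measured by: TR-FRET with Eu-cAMP and labeled anti-cAMP, 671 nm. Replicates: singlicate.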
Vif imaging – HIV Vif self-association inhibitors, primary screen, imaging, HEK293T, single point; HEK293T cells, Vif self-association by quenched fluorescence, 24 h; AID 602346, 2012; hit rate 0.35% among 340,000; inhibition, % at 7.49 µM; in the data active = inhibition above about 50%, passing the limit was not always enough; inconclusive = no clear call, values can overlap the other calls; inactive = below about 31%; note: some results filed as inactive read as strong as hits
TLR9-MyD88 inh – inhibitors of TLR9-MyD88 association in cells, primary screen, cell-based, CHO, BLA complementation, fluorescence | Toll-like receptor 9 (Homo sapiens) + Myeloid differentiation primary response protein … | inhibition, % at 4.98 µM | hit rate 0.21% among 340,000 | CCF4 FRET ratio | AID 504734, 2011;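 active = inhibition above the mean over all tested compounds plus 3 SD, cut at about 21% in these data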;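 note: 0% = DMSO only wells and 100% = clavulanate BLA inhibitor control wells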
Starred values were filed as active, the others as inactive; ? = inconclusive; . = not tested or not shown. The list is partial; count on the stated rates, not on these rows.

Start of the listing, in advance (nine entries):
SMILES	aDG glyco up	N-glyco inh	ABCB6 inh MLPCN	MC4R barr agon	ABHD5-PLIN5 inh	Exocytosis inh	NOD2 RIPK2 PPI	MC4R antag cAMP	Vif imaging	TLR9-MyD88 inh
CCc1c(C)sc(NC(=O)c2cc(-c3ccc(O)cc3)on2)c1C#N	0.0	0	97	-0.3	-4	-4	2	1	2	-9
CN(C)CCCNCCCNC(=O)/C(=N\O)c1ccccn1	0.2	-1	102	-0.6	7	-1	-4	8	0	-8
Cc1ccccc1-c1nnnn1C1CCS(=O)(=O)C1 (stereo unspecified)	0.5	0	98	-2.9	3	-2	-5	14	-2	5
COCCn1c(=S)[nH]c2ccc(N(C)C)cc2c1=O	-0.2	2	98	-0.2	-5	0	-2	0	3	-1
COc1ccc2oc(=O)c(C(=O)N3CCN(c4ccccc4F)CC3)cc2c1	1.0	2	91	-0.5	-1	-8	-9	-10	-8	5
COc1ccc(-c2csc3ncnc(NCCN4CCOCC4)c23)cc1	-0.1	-12	103	-2.2	1	-1	6	12	-11	2
COc1ccc(/C=C2\SC(=S)N(C(C)C(=O)NC3C=CS(=O)(=O)C3)C2=O)cc1 (stereo unspecified)	0.2	-2	97	-0.8	2	10	8	-2	19	7
Cc1ccc(S(=O)(=O)N(C)C)cc1NC(=O)COC(=O)Cc1ccccc1F	11*	1	103	-1.2	0	-16	-9	12	-1	6
CC1=NN(c2ccccc2)C(=O)/C1=C\c1ccc(Br)s1	-0.4	2	95	-0.9	-11	-1	-6	-13	0	0

This part in full, from the start:
SMILES	aDG glyco up	N-glyco inh	ABCB6 inh MLPCN	MC4R barr agon	ABHD5-PLIN5 inh	Exocytosis inh	NOD2 RIPK2 PPI	MC4R antag cAMP	Vif imaging	TLR9-MyD88 inh
CCc1c(C)sc(NC(=O)c2cc(-c3ccc(O)cc3)on2)c1C#N	0.0	0	97	-0.3	-4	-4	2	1	2	-9
CN(C)CCCNCCCNC(=O)/C(=N\O)c1ccccn1	0.2	-1	102	-0.6	7	-1	-4	8	0	-8
Cc1ccccc1-c1nnnn1C1CCS(=O)(=O)C1 (stereo unspecified)	0.5	0	98	-2.9	3	-2	-5	14	-2	5
COCCn1c(=S)[nH]c2ccc(N(C)C)cc2c1=O	-0.2	2	98	-0.2	-5	0	-2	0	3	-1
COc1ccc2oc(=O)c(C(=O)N3CCN(c4ccccc4F)CC3)cc2c1	1.0	2	91	-0.5	-1	-8	-9	-10	-8	5
COc1ccc(-c2csc3ncnc(NCCN4CCOCC4)c23)cc1	-0.1	-12	103	-2.2	1	-1	6	12	-11	2
COc1ccc(/C=C2\SC(=S)N(C(C)C(=O)NC3C=CS(=O)(=O)C3)C2=O)cc1 (stereo unspecified)	0.2	-2	97	-0.8	2	10	8	-2	19	7
Cc1ccc(S(=O)(=O)N(C)C)cc1NC(=O)COC(=O)Cc1ccccc1F	11*	1	103	-1.2	0	-16	-9	12	-1	6
CC1=NN(c2ccccc2)C(=O)/C1=C\c1ccc(Br)s1	-0.4	2	95	-0.9	-11	-1	-6	-13	0	0
CC1(c2nc3ccccc3[nH]2)c2ccccc2C(=O)N1Cc1ccccc1 (stereo unspecified)	-0.1	.	89	.	1	-3	-4	.	.	.
CCOC(=O)Cc1csc(NC(=O)c2ccc3c(c2)OCO3)n1	0.2	0	98	-1.2	1	3	-9	-2	-6	-3
CC(=O)c1ccc(S(=O)(=O)NC2CC(=O)N(c3ccc4c(c3)OCCO4)C2)cc1 (stereo unspecified)	0.0	1	97	-0.7	-6	0	-2	1	-4	7
COc1cccc(-c2cccc(-c3nc(C(=O)Nc4ccc(-c5ccccc5)cc4)cc4c3[C@H](CCO)N(S(=O)C(C)(C)C)C4)c2)c1 (stereo partly specified)	0.1	-2	100	.	2	-1	1	.	.	.
CCCCN(C(=O)C(C)N1C(=O)c2ccccc2C1=O)c1c(N)n(CC(C)C)c(=O)[nH]c1=O (stereo unspecified)	-0.4	0	99	-0.7	7	4	5	5	-2	-4
CCCCCC(=O)N1CCCCC1	-0.1	0	99	-0.9	3	-6	2	16	-2	-9
COc1ccc(S(=O)(=O)N2CCOC2CNC(=O)C(=O)NCCc2ccc(OC)c(OC)c2)cc1C (stereo unspecified)	0.8	0	96	-0.4	2	-7	-9	4	-15	4
COc1ccc(-c2csc(N(CC3CCCO3)C(=O)c3ccco3)n2)cc1 (stereo unspecified)	-0.1	-2	97	-1.6	-2	-2	1	7	-24	6
O=C(NCc1ccco1)C1CC(c2cc(C(F)(F)F)cc(C(F)(F)F)c2)=NO1 (stereo unspecified)	1.0	18	104	-0.8	5	-9	-13	-14	?	4
Cn1c(SCC(=O)N2CCCCC2)nc2c([nH]c3ccccc32)c1=O	-0.1	1	102	-0.6	-9	-1	2	-22	.	4
O=C(Nc1ccc(C(=O)N2CCCCC2)cc1)C1CCCCC1	-0.1	1	99	-1.5	7	-3	-2	5	.	-7
CCOC(=O)c1ccc(NC(=O)c2cc(S(=O)(=O)N3CCOCC3)cn2C)cc1	-0.1	-1	99	-0.4	1	2	-9	12	18	-1
COc1ccc(C2NC(=S)NC(C)=C2C(=O)Nc2ccccn2)cc1 (stereo unspecified)	0.0	4	106	-1.8	-3	-2	0	6	-2	11
CCOc1cc2[nH]c(=O)n(Cc3ccc(C(=O)NCCCN4CCCC4=O)cc3)c(=O)c2cc1OCC	0.0	0	100	-0.1	-6	6	-5	16	-1	-7
COc1ccc(-c2nnc(SCC(=O)NC3CCCc4ccccc43)n2N)cc1 (stereo unspecified)	0.5	0	98	-1.5	-7	-2	-11	5	5	-2
Cc1[nH]n(-c2ccccc2)c(=S)c1C=Nc1ccc([N+](=O)[O-])cc1	0.0	3	131	-3.7	-15	7	-1	7	-7	-9
O=C(NCN1CCN(c2ccccc2F)CC1)c1ccccc1	-0.4	-1	99	-1.2	3	1	-9	-6	-1	1
CCOC(=O)c1c(NC(=O)CSc2nnc(N)s2)sc(C)c1-c1ccc(C)cc1	-0.3	-2	91	3.7	-4	0	-14	12	-5	-8
Cc1ccc2cc(C)c(N3CCC(C)CC3)nc2c1	-0.2	0	100	-0.3	-2	-5	-2	-4	1	-16
Cc1cc(NS(=O)(=O)c2ccc(NC(=O)c3ccc(Cl)cc3[N+](=O)[O-])cc2)no1	0.0	2	101	-1.4	-2	12	3	2	13	-9
O=c1c2ccccc2nnn1CSc1nnc(-c2ccco2)o1	0.7	-1	150	2.2	0	-1	5	-5	-9	5
CC(C)C(=O)Nc1ccccc1C(=O)N/N=C/c1ccc([N+](=O)[O-])cc1	0.5	1	93	-2.1	3	-2	-6	-5	18	-5
Cc1nnc(SCCC(=O)Nc2nc(-c3ccccc3)ns2)s1	-0.1	2	100	0.0	-3	2	1	-4	-27	3
CCC(CC)C(=O)Nc1ccc(-c2cn3cccnc3n2)cc1	0.0	-2	95	-1.7	6	-12	-2	10	-5	-1
O=C(Nc1ccccc1)c1cc(C2CCCN(C(=O)C3CC3)C2)on1 (stereo unspecified)	-0.1	-18	98	-1.4	-4	4	0	12	17	.
CC(C)c1ccc(N(CC(=O)O)S(=O)(=O)c2cccnc2)cc1	0.1	1	101	-0.9	9	8	-3	6	0	0
COc1cccc(CN2CCN(Cc3ccc(O)c(OC)c3)CC2CCO)c1 (stereo unspecified)	-0.1	1	105	-0.5	6	10	-15	27	7	-9
COc1ccc([C@H]2CC(=O)C=C(c3c(OC)cccc3OC)C2)cc1	0.2	29*	98	-0.4	13	-6	-2	-9	.	0
CCCC(=O)NC(Nc1ccc(S(=O)(=O)Nc2ncccn2)cc1)(C(=O)OCC)C(F)(F)F (stereo unspecified)	0.0	2	103	-1.7	-4	0	-1	6	-7	3
O=C1CCCN1CCCNCC(=O)N1c2ccccc2Sc2ccccc21	0.0	1	86	-0.8	4	-2	-5	12	13	1
CSc1ccccc1OCc1cc(C(=O)NCc2ccc(C)s2)no1	0.1	0	97	-3.3	-7	1	10	10	-3	-1
O=C(CSc1nc(-c2ccccc2)cc(C(F)(F)F)n1)c1cccc([N+](=O)[O-])c1	0.3	-4	98	-1.5	-2	-6	-4	8	1	-15
CN(C(=O)COC(=O)c1cc(S(=O)(=O)N(C)C)ccc1Cl)C1CCS(=O)(=O)C1 (stereo unspecified)	-0.2	2	99	-2.8	0	-18	-4	12	27	-3
CCCN1C(=O)/C(=C/c2ccc(OCc3ccc(C(=O)O)cc3)c(OC)c2)NC1=S	0.1	-2	101	-2.7	5	4	-1	8	-2	.
COc1cccc(C(=O)COC(=O)CCC(=O)NC2CCCCC2)c1	-0.1	-1	100	-0.1	-8	-3	-1	0	10	-3
COCCN1CCN(Cc2nc(C3(c4ccc(C)cc4)CCCC3)no2)CC1	2.3	1	94	-1.1	7	-3	3	7	-2	2
COc1ccc(CNC(=O)C2(CC3CC(c4ccccc4)=NO3)CCN(C(=O)C3CCCC3)CC2)cc1 (stereo unspecified)	0.0	-2	102	-0.8	0	-2	-4	6	-12	-1
Cc1cccc(-n2ccc(=O)c(C(=O)Nc3ccc(S(=O)(=O)Nc4nccs4)cc3)n2)c1	-0.3	1	101	2.4	-2	-2	-10	-7	-2	1
CCOC(=O)Cc1csc(NC(=O)Nc2ccccc2)n1	2.6	1	92	-1.7	-6	-1	0	1	.	-1
O=C(NC1CCCN(c2ccc(C(F)(F)F)cn2)C1)c1cc(Cl)ccc1F (stereo unspecified)	0.3	11	104	-1.0	0	13	5	6	6	7
Cc1cc(Cl)nc(Cl)c1C(=O)NCCc1ccccc1	0.1	1	101	-1.4	-2	-7	2	13	-4	-11
CN(C)c1cccc(NC(=O)C2Cc3c(-c4cccnc4)ccnc3O2)c1 (stereo unspecified)	-0.2	-1	160	-1.0	6	-30	3	4	0	.
